# Screening data deposited in PubChem by several laboratories.
# PfHsp90 yeast 2: growth inhibition of PfHsp90-expressing yeast, primary screen, antimalarial PfHsp90 inhibitor project, S. cerevisiae, BacTiter-Glo luminescence, single point, set 2; BacTiter-Glo ATP, 48 h; yeast lacking PDR1 and PDR3 efflux regulators; inhibition, % at 9.4 µM; 310,000 tested, 0.32% active; AID 504621, 2011;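 active = every replicate shows inhibition above about 80%, whatever the replicate mean, limit read from the data; inconclusive = mean inhibition reaches the set limit but some replicate falls short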;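 also: 0% = DMSO neutral controls and 100% = 20 µM radicicol positive controls; yeast relying on Plasmodium falciparum Hsp90 in place of its own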
# OPRM1-OPRD1 ag: agonists of OPRM1-OPRD1 heterodimerization, primary screen, cell-based, luminescence; cells; activation, % at 9.3 µM; AID 504326, 2011; 340,000 tested, 0.3% active; Mu-type opioid receptor (Homo sapiens) + Delta-type opioid receptor (Homo sapiens), …; in the data active = activation above about 18%;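 also: 0% = vehicle-treated cells and 100% = reference agonist; values of inactives mirror those of a sister screen read the other way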
# Target sequence (P35372 whole entry, looked up): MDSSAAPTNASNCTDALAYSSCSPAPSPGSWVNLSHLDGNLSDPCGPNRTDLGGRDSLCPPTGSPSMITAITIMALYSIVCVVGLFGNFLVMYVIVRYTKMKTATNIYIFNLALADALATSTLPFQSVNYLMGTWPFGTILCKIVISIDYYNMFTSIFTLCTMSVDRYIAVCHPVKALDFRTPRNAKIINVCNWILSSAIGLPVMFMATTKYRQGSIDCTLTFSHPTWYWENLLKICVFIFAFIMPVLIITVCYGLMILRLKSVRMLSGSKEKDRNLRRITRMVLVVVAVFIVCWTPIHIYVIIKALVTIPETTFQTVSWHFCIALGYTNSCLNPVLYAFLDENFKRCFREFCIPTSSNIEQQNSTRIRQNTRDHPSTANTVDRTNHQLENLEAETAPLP
# Target sequence (P41143 whole entry, looked up): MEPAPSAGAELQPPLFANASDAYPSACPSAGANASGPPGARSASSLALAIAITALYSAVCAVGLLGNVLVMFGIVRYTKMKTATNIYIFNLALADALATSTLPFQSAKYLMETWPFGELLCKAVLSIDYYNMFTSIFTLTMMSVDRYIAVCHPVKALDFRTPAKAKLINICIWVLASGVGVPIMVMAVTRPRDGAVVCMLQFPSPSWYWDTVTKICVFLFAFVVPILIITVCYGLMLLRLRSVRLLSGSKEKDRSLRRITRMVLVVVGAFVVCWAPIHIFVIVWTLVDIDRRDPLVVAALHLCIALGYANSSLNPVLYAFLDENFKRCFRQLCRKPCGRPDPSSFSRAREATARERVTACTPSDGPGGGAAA
# Tat export inh: E. coli Tat export inhibitors, primary screen, MC4100, TorA-mCherry reporter, fluorescence, single point | inhibition, % at 10 µM | 340,000 tested, 0.036% active;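 active = mean replicate inhibition at least 50% and at least half of replicates individually reaching 50%; inconclusive = only one of the two criteria met; inactive = neither criterion met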;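 also: exported cargo escapes ClpAP degradation while cytoplasmic cargo is degraded and loses fluorescence; 0% = median of neutral control wells and 100% = median of NaSCN control wells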
# Pemphigus Ab inh: inhibitors of pemphigus antibody binding to DSG3, primary screen, biochemical, bead-based, flow cytometry, scFv-GFP; binding (percent of control), % at 10 µM; 310,000 tested, 0.48% active; AID 588358, 2011; Desmoglein-3 (Homo sapiens), P32926; DSG3-coupled beads, scFv-anti-DSG3-GFP binding; active compounds read low;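 active = binding more than 3 SD below its plate's average and above zero; inconclusive = below that plate limit but binding exactly zero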;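 also: hits lower antibody fragment binding to DSG3; some compounds called inactive have numbers as strong as hits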
# phage Ecoli inh: growth loss of phage-infected E. coli, primary screen, RecBCD inhibitor project, absorbance, with phage, HTS. inhibition, % at 11.9 µM. 360,000 tested, 0.26% active. AID 651602, 2012; in the data active = inhibition above about 11%
# OPRM1-OPRD1 inv: inverse agonists of MOR-DOR heterodimerization, primary screen, cell-based, luminescence. Mu-type opioid receptor (Homo sapiens) + Delta-type opioid receptor (Homo sapiens), …. cell-based MOR-DOR heterodimer luminescence, inverse agonism. inhibition, % at 9.3 µM. 340,000 tested, 0.21% active; in the data active = inhibition above about 22%, passing the limit was not always enough;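 also: 0% = cells with DMSO and 100% = wells without cells with DMSO; values of inactives mirror those of a sister screen read the other way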
# AddAB inh: growth inhibition of E. coli expressing H. pylori AddAB, primary screen, AddAB inhibitor project, absorbance; 330,000 tested, 0.29% active; AID 435030, 2010; inhibition, % at 11.9 µM; in the data active = inhibition above about 12%;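 also: 0% = vehicle wells of infected cells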
# Arr AP2 block: inhibitors of beta-arrestin/AP2 binding, primary screen, biochemical, GPCR trafficking, flow cytometry; beta-arrestin 1 C-terminal peptide binding to AP2 beta2-adaptin appendage (human); FITC-arrestin peptide / GST-AP2 beads; AP2 beta2 appendage carries R879A mutation; inhibition, % at 10 µM; 340,000 tested, 0.31% active; AID 504490, 2011;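 active = inhibition above a set limit, near 3 SD of compounds lacking own fluorescence, cut at about 54% in these data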;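 also: plate controls were DMSO wells for no effect and 5 µM unlabelled arrestin peptide for full effect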
#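 Material – GST-tagged AP2 beta2-adaptin appendage (R879A) on 4 µm glutathione beads · Probe or stimulus – fluorescein-tagged arrestin peptide at 50 nM final · Timing – 12 min plus 1 h, RT · Detection – bead flow cytometry, FITC channel · Read-out basis – inhibition as reduced fluorescein signal on beads, percent · Medium – PBS plus Tween 20 (0.05%) and BSA (0.1%)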
# PKA-R1A activ: activators of PKA-R1A holoenzyme, primary screen, biochemical, fluorescence polarization, Cy5-IP20, bovine R1A, mouse PKAc; activation, % at 11.4 µM; PKA-R1A dissociation; scaled: DMSO 0%, 113 µM cGMP 100%; 340,000 tested, 0.083% active; cAMP-dependent protein kinase type I-alpha regulatory subunit (Bos taurus) + …;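 active = percent activation above the mean of all tested compounds plus 3 SD, cut at about 19% in these data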;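 also: higher means more PKAc released from R1A so a rise in polarization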
# E coli growth: E. coli V3065 growth inhibition, primary screen, counter-screen for AddAB inhibitor project, absorbance, OD600 | AID 449728, 2010 | 330,000 tested, 0.27% active | 18 h | inhibition, % at 11.9 µM;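 active = inhibition above the campaign's mean inhibition across all tested compounds plus 3 SD, cut at about 9.9% in these data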;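 also: uninfected addAB+ strain grown without phage in ampicillin broth; 0% = DMSO wells and 100% = ciprofloxacin 0.95 µg/ml wells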
# SUMO Mot1 rescue: yeast Mot1-301 growth rescue at high temperature, primary screen, SUMOylation pathway inhibitor project, S. cerevisiae, ATP luminescence, 38.5C. 320,000 tested, 1% active. growth rescue, % at 18.8 µM. S. cerevisiae Mot1-301 growth rescue; percent above DMSO median, 100 means doubled;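 active = every valid replicate shows activation above 250% relative to neutral control wells; inactive = the rest, any valid replicate at or below 250%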;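 also: OY570 slx delta 5 strain wells were the positive control but not used for scaling; some compounds called inactive have numbers as strong as hits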
# Numbers without * were called inactive; u = inconclusive; x = no result given; + = active, no number.
# Values in the order – AddAB inh	E coli growth	phage Ecoli inh	Tat export inh	PfHsp90 yeast 2	SUMO Mot1 rescue	PKA-R1A activ	OPRM1-OPRD1 ag	OPRM1-OPRD1 inv	Pemphigus Ab inh	Arr AP2 block
1: Cc1ccc(C(=O)NCc2ccncc2)cc1S(=O)(=O)N1CCOCC1
 : -1.3	1.5	2.5	-7	-28	220	-6	0.9	-4	107	7
2: Cc1cccc2sc(NC(=O)C3CCN(S(=O)(=O)c4cc([N+](=O)[O-])ccc4Cl)CC3)nc12
 : 2.2	2.8	1.9	5	3	234	-7	16	-110	93	2
3: CCCn1c(SCC(=O)Nc2cccc(C)n2)nnc1-c1ccco1
 : 2.9	-0.3	2.0	-9	-4	210	0	-1.6	9	98	-1
4: COc1ccc(S(=O)(=O)n2cnc3ccccc32)c(C)c1
 : 2.1	1.5	2.8	12	-11	-4	8	-1.2	6	108	37
5: Cc1ccc(NC(=O)CSc2nc3c(c(=O)[nH]2)CCC3)cc1C
 : -1.4	-3.2	3.0	-13	-6	-10	0	-1.2	6	96	34
6: CC(C)(C)NC(=O)COC(=O)c1c2c(nc3ccccc13)CCC2
 : 0.3	0.1	-0.8	-4	-18	-10	2	-1.6	9	108	-3
7: COc1ccc2nc(NC3=NCCC3)sc2c1
 : 2.9	-1.0	4.0	-4	-12	x	1	0.0	0	102	22
8: CN(C(=O)COC(=O)c1cncc(Br)c1)C1CCS(=O)(=O)C1 (stereo unspecified)
 : 1.6	-0.5	1.4	1	31	1	3	-0.8	4	104	-19
9: COc1cccc(OC)c1C(=O)Nn1c(-c2cccs2)nc2ccccc2c1=O
 : 0.1	-0.7	4.1	-8	-49	-9	2	-5.0	25	102	12
10: Cc1c(Cl)cccc1NC(CC(=O)c1ccccc1)C(=O)OCC(=O)c1cccs1 (stereo unspecified)
 : 2.1	2.0	3.2	-8	-6	7	11	-0.3	2	109	0
11: Cc1c(C(=O)Nc2ccc(S(=O)(=O)Nc3ncccn3)cc2)oc2ccc(F)cc12
 : x	x	1.8	-3	-8	-6	-5	-4.4	14	109	18
12: CC12CN3CC(C)(CN(C1)C3c1ccc3c(c1)OCO3)C2O (stereo unspecified)
 : -3.4	-0.9	-0.1	-1	-6	+	8	-2.8	15	87	-10
13: CCn1c2ccccc2c2cc(NC(=O)C(C)Oc3ccc(OC)cc3)ccc21 (stereo unspecified)
 : 2.4	1.7	1.2	6	-2	338	2	-1.6	9	115	5
14: COc1ccc(C(c2nnnn2C2CCCC2)N2CCN(C3CCCC3)CC2)cc1OC (stereo unspecified)
 : 1.9	-0.6	0.9	-3	-8	-2	-5	-1.1	5	x	1
15: Cc1cccc(NC(=S)N(CCN(C)C)C(C)c2cccnc2)c1 (stereo unspecified)
 : 2.9	-1.5	-1.5	-10	x	-14	2	-0.6	3	112	24
16: OCCCNCc1ccc(-c2ccccc2)cc1
 : 0.5	1.1	3.7	-7	11	25	8	1.3	-7	102	-23
17: Oc1ccccc1C(=S)N1CCCCCC1
 : -3.0	-1.6	1.9	-16	-9	-6	-13	-0.7	4	104	1
18: CC(C)Cc1nc(N2CCOCC2)c(C#N)c2c1COC(C)(C)C2
 : 1.4	-2.0	0.1	1	13	-10	4	4.2	-18	x	-12
19: Cc1nc2ccccc2n1CC(=O)N/N=C\c1ccccn1
 : 2.5	1.0	1.9	-7	x	-13	-2	x	x	99	7
20: CCOC(=O)C(NC(=O)c1ccccc1)(Nc1nnc(C)s1)C(F)(F)F (stereo unspecified)
 : 3.1	-1.9	2.0	-1	x	-5	1	-0.3	2	101	25
21: CCc1c(C)sc(NC(=O)Cc2ccccc2OC)c1C(=O)N1CCOCC1
 : 3.1	0.8	2.0	-4	-3	-9	-5	-3.6	20	110	-4
22: CCOC(=O)CN1N=C(/C=C/c2ccccc2)CCC1=O
 : 1.8	-1.6	1.6	3	x	-5	-12	0.0	0	111	26
23: COC(=O)c1ccc(-c2c(-c3ccccc3)ncc3cc(OC)c(OC)cc23)cc1
 : 0.8	0.4	-0.2	-1	-1	-13	-8	3.9	-24	101	0
24: CCOC(=O)CC1=Nc2ccccc2NC(=O)C1
 : 3.6	-0.9	3.3	-8	14	393	1	-0.6	3	102	7
25: CCC1=C(CC2NCCc3ccccc32)CC2c3cc(OC)c(OC)cc3CCN2C1 (stereo unspecified)
 : x	x	-1.9	-11	-7	x	12	2.0	-9	123	9
26: O=[N+]([O-])c1cnc(Sc2ccncn2)s1
 : 81*	12*	10	-13	103*	44	5	17	-84	100	28
27: CC(=O)Oc1ccc2cc(-c3nc4ccccc4n3C)c(=O)oc2c1
 : 2.8	2.9	0.9	3	3	-21	-5	4.1	-24	98	14
28: COc1ccc(S(=O)(=O)Nc2cccc3c2O[C@H](CN(C)Cc2ccc(Oc4ccccc4)cc2)[C@@H](C)CN([C@H](C)CO)C3=O)cc1
 : -0.2	-2.5	0.2	6	-9	-10	-2	-1.9	11	105	x
29: Cc1cc(C(=O)CN2C(=O)C(=O)N(Cc3ccccc3)C2=O)c(C)n1-c1ccccc1F
 : -0.4	0.8	2.7	2	-4	-3	-4	1.7	-8	101	-1
30: O=C1C(=O)N(CCCN2CCOCC2)C(c2ccc([N+](=O)[O-])cc2)/C1=C(\O)c1ccc2c(c1)OCCO2 (stereo unspecified)
 : -0.6	-0.2	-0.2	1	12	-10	-13	-1.5	7	127	34
31: COc1cccc(C(=O)NCc2ccc(-c3nc4ccccc4s3)cc2)c1
 : 1.1	1.2	1.0	-11	-5	375*	-7	-1.6	9	130	-3
32: Cc1ccccc1NS(=O)(=O)c1ccc(OCC(=O)N2CCCCC2)cc1
 : 0.8	-0.7	4.5	5	9	-12	-8	1.1	-6	113	4
33: CCc1c(C(=O)NNC(=O)Nc2ccc3c(c2)OCO3)csc1C
 : x	x	2.4	-6	3	4	1	-4.4	15	111	-6
34: CCCCNC(=O)CCn1c(=O)c2ccccc2n(Cc2ccc(Cl)cc2)c1=O
 : 3.7	-1.6	3.4	-3	3	4	6	-0.8	5	96	-3
35: [N-]=[N+]=CC(=O)CCCN1C(=O)c2ccccc2C1=O
 : 1.6	-1.0	1.6	-10	x	-27	-12	-0.9	5	100	-1
36: CNC(=O)/C(C#N)=C1/SC(Cc2ccc(F)cc2)C(=O)N1c1ccccc1 (stereo unspecified)
 : -0.8	-5.0	1.2	1	9	-5	3	-0.4	2	x	9
37: COc1ccc(NC(=O)CSc2nnc(Cc3cccs3)n2-c2ccc(C)cc2)cc1
 : 1.6	-2.4	x	3	x	-3	-10	1.8	-10	98	3
38: N[C@@H](Cc1ccc(O)cc1)c1nnc([C@H](CCC(=O)O)NC(=O)C2CCNCC2)o1
 : 0.8	-0.2	3.0	-9	7	9	0	-1.4	8	121	-8
39: O=C(c1ccccc1)c1nc[nH]c1C(=O)Nc1ccccn1
 : -1.8	2.9	3.6	1	-6	-5	0	-1.4	8	109	1
40: Cc1ccccc1CN1CCN(Cc2ccc3cccc(F)c3n2)CC1CCO (stereo unspecified)
 : 1.0	1.1	1.9	-5	10	-7	12	-3.2	16	116	11
41: Cc1ccc(CNc2nc(C)nc3sc4c(c23)CCC4)cc1
 : 0.8	0.7	-1.3	3	-16	2	-6	3.8	-20	x	19
42: CCCCN(C)CCC(=O)Nc1ccc(OC)cc1OC
 : 2.6	-1.8	4.3	-2	x	-25	-5	0.5	-3	x	4
43: Cc1ccc(NC(=S)N2CCCN(Cc3ccc(F)cc3)C2)c(C)c1
 : 1.2	0.0	2.4	0	11	3	-3	-0.3	1	92	-8
44: Cc1[nH]c2ccc3ncccc3c2c1C
 : 0.6	0.0	0.9	-9	-10	-5	3	1.2	-8	102	-2
45: O=C(CN1CCN(c2ccccc2F)CC1)Nc1ccccc1F
 : 3.2	-1.4	3.4	-7	12	41	-3	-2.5	13	107	15
46: Cc1ccc(Cn2c(CCC(=O)O)nc3ncccc3c2=O)cc1
 : x	x	0.0	-9	18	-11	-4	-1.9	9	116	14
47: Cc1cccc(C)c1NC(=O)CN1C(=O)CCSc2ccc(S(=O)(=O)N3CCCC3)cc21
 : 0.8	2.6	2.2	-1	11	208	-3	-2.4	12	x	4
48: Cc1nn(-c2cc(C(F)(F)F)ccn2)c(=O)o1
 : 1.4	-1.8	2.9	1	3	-11	-2	-1.3	6	x	3
49: O=C(Nc1cccc2cccc(NC(=O)c3ccco3)c12)c1ccco1
 : -0.4	-0.4	0.4	-6	-4	-12	-4	-0.5	3	92	18
50: C=CCNc1ccccc1S(=O)(=O)NCc1ccccc1
 : 3.6	-1.4	0.9	u	-10	x	4	0.1	0	101	17
51: NS(=O)(=O)c1ccc(CCNC(=O)C2CCN(c3ncnc4c3nc3n4CCCCC3)CC2)cc1
 : 3.2	1.0	1.4	2	3	11	0	-2.4	13	98	-10
52: O=C(CN1CCSCC1)N/N=C/c1ccccc1F
 : 1.2	-0.6	-1.5	-9	-7	x	1	-2.3	12	102	7
53: CC[C@@H]1[C@H]2CCCC(=O)N3CC[C@@H](C[C@@H]1OC(=O)NCc1ccccc1)[C@@H]23
 : 3.9	1.2	3.3	2	-17	2	-14	-0.9	5	102	-1
54: COCC(C)NCc1cccc(C)c1 (stereo unspecified)
 : 1.7	-0.9	1.3	-3	-11	-7	-5	0.1	-1	100	8
55: CCOc1ccc(C(=O)C2CCN(C(=O)c3ccc([N+](=O)[O-])cc3)CC2)cc1
 : 2.7	0.9	1.9	-11	21	3	6	1.6	-8	118	-2
56: COC1CCCN(C(=O)c2ccc3nc(Cc4cccc(Cl)c4)oc3c2)C1 (stereo unspecified)
 : 1.1	-0.3	3.6	0	11	-10	1	-1.8	10	110	-1
57: Cc1ccc(Nc2cccccc2=O)cc1
 : 1.5	-0.9	2.2	-7	13	30	-5	0.1	-1	120	13
58: O=S(=O)(Nc1nc2ccccc2s1)c1cc(F)ccc1F
 : 0.9	1.8	-0.1	0	-1	-12	-6	-0.3	2	x	1
59: O=C(CSc1nnc(-c2ccccc2F)o1)OCc1ccccc1
 : -0.4	-2.2	0.3	-1	-8	16	-11	-0.3	2	94	-6
